LYPLA1 inh: LYPLA1 inhibitors, primary screen, counter-screen for PME1 inhibitor project, biochemical, fluorescence polarization, FP-Rh probe ABPP | actives 0.16% (n = 320,000) | AID 2174, 2009 | Acyl-protein thioesterase 1 (Homo sapiens), O75608 | recombinant LYPLA1 | inhibition, % at 5.9 µM;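 active = inhibition above the mean of all tested compounds plus 3 SD, set per campaign, cut at about 14% in these data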;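 note: inhibitors block serine hydrolase probe labeling of LYPLA1 so polarization falls; 0% = enzyme with DMSO and 100% = wells lacking LYPLA1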
Target sequence (O75608 whole entry, looked up): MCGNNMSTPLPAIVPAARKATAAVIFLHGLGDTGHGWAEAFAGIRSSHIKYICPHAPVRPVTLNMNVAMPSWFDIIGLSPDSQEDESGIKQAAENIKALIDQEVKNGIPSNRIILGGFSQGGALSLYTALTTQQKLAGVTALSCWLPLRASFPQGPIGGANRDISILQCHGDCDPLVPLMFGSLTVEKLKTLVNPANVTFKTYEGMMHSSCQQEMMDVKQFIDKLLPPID
pPAFAH FP inh: pPAFAH enzyme inhibitors, primary screen, biochemical, fluorescence polarization, human. Platelet-activating factor acetylhydrolase (Homo sapiens), Q13093. recombinant pPAFAH, FP-rhodamine probe fluorescence polarization. inhibition, % at 3.39 µM. actives 1.5% (n = 330,000). AID 463082, 2010;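 active = inhibition above the mean inhibition across the screen plus 3 SD, cut at about 25% in these data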;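 note: inhibitors block binding of the rhodamine activity-based probe so polarization drops; 0% = enzyme with DMSO and 100% = wells lacking pPAFAH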
GSTO1 counter: inhibitors of recombinant GSTO1, primary screen, counter-screen for RBBP9 inhibitor project, biochemical, fluorescence polarization; Glutathione S-transferase omega-1 (Homo sapiens), P78417; AID 1974, 2009; activity-based probe fluorescence polarization; actives 1.1% (n = 300,000); inhibition, % at 5.96 µM;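 active = inhibition above the campaign mean inhibition plus 3 SD, cut at about 35% in these data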;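 note: 0% = GSTO1-1 with DMSO and 100% = wells lacking GSTO1-1 enzyme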
Target sequence (P78417 whole entry, looked up): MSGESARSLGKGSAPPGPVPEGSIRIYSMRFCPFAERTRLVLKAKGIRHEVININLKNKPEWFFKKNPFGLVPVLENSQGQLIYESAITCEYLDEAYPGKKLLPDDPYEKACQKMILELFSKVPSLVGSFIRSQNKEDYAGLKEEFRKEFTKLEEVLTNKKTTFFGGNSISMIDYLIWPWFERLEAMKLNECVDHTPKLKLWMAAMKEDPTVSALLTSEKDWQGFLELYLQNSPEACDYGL
PREPL inh: PREPL enzyme inhibitors, primary screen, biochemical, fluorescence polarization; inhibition, % at 5.96 µM; Prolyl endopeptidase-like (Homo sapiens), Q4J6C6; AID 2751, 2010; recombinant PREPL, fluorescence polarization activity-based probe; actives 0.68% (n = 320,000); in the data active = inhibition above about 43%;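 note: 0% = enzyme with DMSO and 100% = wells lacking enzyme; many of its hits are not listed in these tables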
PAFAH1B2 inh: PAFAH1B2 enzyme inhibitors, primary screen, biochemical, fluorescence polarization, human. Platelet-activating factor acetylhydrolase IB subunit alpha2 (Homo sapiens), P68402. recombinant PAFAH1B2, FP-rhodamine activity probe. inhibition, % at 3.39 µM. actives 1.2% (n = 340,000). AID 492953, 2010;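 active = inhibition above the mean of all tested compounds plus 3 SD, cut at about 24% in these data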;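 note: 0% = enzyme with DMSO and 100% = wells lacking PAFAH1B2; many of its hits are not listed in these tables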
Target sequence (P68402 whole entry, looked up): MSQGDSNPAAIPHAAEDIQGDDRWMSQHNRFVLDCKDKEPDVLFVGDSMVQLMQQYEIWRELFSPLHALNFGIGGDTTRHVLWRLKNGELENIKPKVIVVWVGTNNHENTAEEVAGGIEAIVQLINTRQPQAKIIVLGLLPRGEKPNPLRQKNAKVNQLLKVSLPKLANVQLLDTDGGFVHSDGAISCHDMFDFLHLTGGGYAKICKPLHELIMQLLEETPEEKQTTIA
PAFAH1B3 FP inh: PAFAH1B3 enzyme inhibitors, primary screen, biochemical, fluorescence polarization, human; recombinant PAFAH1B3, FP-rhodamine probe; inhibition, % at 3.39 µM; actives 0.28% (n = 340,000); Platelet-activating factor acetylhydrolase IB subunit alpha1 (Homo sapiens), Q15102;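 active = inhibition above the screen-wide average of all tested compounds plus 3 SD, cut at about 25% in these data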;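 note: 0% = enzyme with DMSO only and 100% = wells lacking PAFAH1B3 protein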
PAFAH2 FP inh: PAFAH2 enzyme inhibitors, primary screen, biochemical, fluorescence polarization, human | Platelet-activating factor acetylhydrolase 2, cytoplasmic (Homo sapiens), Q99487 | actives 0.99% (n = 340,000) | recombinant PAFAH2, FP-rhodamine activity probe | inhibition, % at 3.39 µM;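 active = inhibition above the mean over all tested compounds plus 3 SD, cut at about 30% in these data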;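 note: inhibitors block probe labeling of enzyme so polarization drops; 0% = enzyme with DMSO and 100% = wells lacking PAFAH2 protein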
PAD4 inh: human PAD4 inhibitors, primary screen, biochemical, fluorescence polarization, 1536-well format; Protein-arginine deiminase type-4 (Homo sapiens), Q9UM07; recombinant PAD4, RCA probe fluorescence polarization; inhibition, % at 6.36 µM; actives 0.41% (n = 330,000);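 active = percent inhibition above a cutoff equal to the mean of all tested compounds plus 3 SD, cut at about 15% in these data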;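 note: 0% = PAD4 with RCA probe and DMSO and 100% = probe without PAD4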
LYPLA2 counter: LYPLA2 inhibitors, primary screen, counter-screen for PME1 inhibitor project, biochemical, fluorescence polarization, FP-Rh probe ABPP; Acyl-protein thioesterase 2 (Homo sapiens), O95372; recombinant LYPLA2; inhibition, % at 5.9 µM; actives 0.38% (n = 320,000);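 active = inhibition above the screen-wide mean plus 3 SD, limit set per campaign, cut at about 26% in these data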;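 note: 0% = LYPLA2 with DMSO and 100% = wells lacking LYPLA2 enzyme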
Target sequence (O95372 whole entry, looked up): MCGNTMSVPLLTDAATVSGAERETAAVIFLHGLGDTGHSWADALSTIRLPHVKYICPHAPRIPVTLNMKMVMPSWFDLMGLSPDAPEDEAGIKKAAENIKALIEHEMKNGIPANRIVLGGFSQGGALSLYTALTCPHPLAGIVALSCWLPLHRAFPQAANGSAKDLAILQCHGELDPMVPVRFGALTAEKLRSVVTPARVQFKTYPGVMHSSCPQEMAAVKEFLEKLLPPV
Starred values were filed as active, the others as inactive; / = no result given.

compound,LYPLA1 inh,pPAFAH FP inh,GSTO1 counter,PREPL inh,PAFAH1B2 inh,PAFAH1B3 FP inh,PAFAH2 FP inh,PAD4 inh,LYPLA2 counter
COc1cc([N+](=O)[O-])ccc1NC(=O)Nc1nc2c(s1)CCCC2,-3,4,-3,11,0,3,-5,3,-3
CCOC(=O)c1sc(NC(=O)CCCn2nc([N+](=O)[O-])cc2C)c(C(=O)OCC)c1C,-1,8,2,5,4,-1,-4,-3,3
COc1ncccc1-c1nnn(-c2ccc(C)cc2)n1,-1,1,0,13,1,9,4,1,-2
CCn1cc(CCC(=O)NCc2ccc(F)cc2)c2ccccc21,1,1,8,25,4,7,-2,0,2
CC(=O)c1cccc(NS(=O)(=O)c2ccc(N/C=C\C(=O)c3ccc(F)cc3)cc2)c1,-23,-6,-39,-30,0,0,0,3,-28
COC(=O)Nc1nc2ccc(Br)cc2s1,0,2,-5,8,-4,2,-1,-1,2
O=C(N/N=C/c1ccccc1)c1ccc(N2CCOCC2)c([N+](=O)[O-])c1,4,2,5,11,1,4,2,0,-4
C/C(=N\NC(=O)c1c(Cl)c(C)nn1C)c1cccc(NC(=O)COc2ccccc2)c1,1,-2,2,-19,0,-1,9,5,2
COc1ccc(/C=C/C=C2\NC(=S)NC2=O)cc1,2,1,4,8,-10,3,4,-5,-9
CCCCN1C(=O)C(NC(=O)c2cccnc2)(C(F)(F)F)C2=C1CC(C)(C)CC2=O (configuration not stated),2,-2,-3,1,5,6,-2,0,5
COc1ccccc1NC(=O)c1ccc(-n2cccn2)nc1,-2,2,0,-9,0,6,-3,-1,1
N#Cc1c(N)nc2c3c(sc(=N)c2c1N)NC(=O)CC3c1ccccc1 (configuration not stated),1,28*,-12,50*,-6,7,2,-2,7
CCN(CC)CCCn1c2c(c(SCC(=O)Nc3ccc(F)c(F)c3)nc1=O)CCC2,-3,-4,-10,15,3,6,-6,0,8
COc1ccc(OCC(=O)NNC(=O)C2CCCO2)cc1 (configuration not stated),-3,12,4,5,-3,7,0,3,0
Cc1cccc(Nc2nn3c(=O)c4ccccc4nc3s2)c1,7,3,-7,-5,-1,2,13,-5,1
Cc1cc(-c2ccccc2)n(-c2ccc(C(=O)N3CCN(c4ncccn4)CC3)cc2)n1,-3,36*,-9,0,-2,8,-3,0,3
O=C(NC1CC1)C1=NOC(CNc2ncc(C(F)(F)F)cc2Cl)C1 (configuration not stated),2,3,11,0,5,1,1,2,3
CC(C)(/C=N/O)/[N+]([O-])=C/C=[N+](\[O-])C(C)(C)/C=N/O,2,2,-6,-1,3,0,-6,-7,-1
Cc1cccc(-c2nnc(SCC(=O)Nc3ncccn3)n2C)c1,-1,-2,2,-12,5,3,1,-2,-2
Cc1nnc(SC2CC(=O)N(c3ccccc3)C2=O)s1 (configuration not stated),0,1,8,-5,-1,4,4,-6,3
CCCNCc1nnc(-c2ccccc2Cl)o1,2,-2,3,-8,0,8,0,-4,-3
Cc1noc(C)c1COC(=O)c1cccc(S(=O)(=O)N2CCOCC2)c1,1,5,9,15,3,5,-6,3,6
CCC(=O)Nc1ccc2nc(C)n(CC(=O)Nc3ccccc3)c(=O)c2c1,-1,-2,-3,1,-7,2,-8,0,-3
CCOc1ccc2nc(SCC(=O)Nc3cc(C)on3)c(C)cc2c1,-4,-2,8,-13,3,-1,2,3,-6
O=C1/C(=C/c2ccc(F)cc2)SC(=S)N1N1CCOCC1,-2,-3,7,17,0,0,-1,-2,2

(further entries)
compound,LYPLA1 inh,pPAFAH FP inh,GSTO1 counter,PREPL inh,PAFAH1B2 inh,PAFAH1B3 FP inh,PAFAH2 FP inh,PAD4 inh,LYPLA2 counter
C=CCSc1nnc(C)n1-c1ccc(Cl)cc1,-1,3,-3,-1,-2,5,6,-3,-1
CCOCCCNC(=O)C1(O)c2cc(Br)ccc2NC(=O)N1c1ccc(OCC)cc1 (configuration not stated),3,1,5,14,3,6,-5,0,10
CCN(CC(=O)NCc1ccc(Cl)cc1)C(=O)CCC(=O)c1ccc(F)cc1,0,4,-16,-4,8,8,12,-2,2
COc1ccc(NC(=O)Nc2ccc(Br)cn2)cc1OC,-3,1,-11,6,1,4,-7,-2,2
COc1ccc(Br)cc1C1CC(=O)N2CN(C)CSC2=C1C#N (configuration not stated),-5,-1,0,3,4,7,10,-3,-1
CC(C)[C@H](NC(=O)c1ccccc1)C(=O)OCC(=O)N1CCN(C(=O)c2ccco2)CC1,-4,0,2,-7,2,4,-3,-1,-2
Cc1cccc(NCc2nc(SCC(=O)Nc3ccccc3)n[nH]2)c1,4,2,-2,0,3,4,-3,4,5
O=C(CNC(=O)c1ccc(Br)o1)NNC(=O)COc1ccccc1Cl,-3,1,/,2,-5,3,1,-1,-6
CCc1nc(Sc2nc(C)cc(C)n2)c2oc3ccccc3c2n1,2,6,-21,-2,1,1,-2,-1,5
CC1(C)Cc2nc3sc(C(=O)NCCO)c(N)c3cc2CO1,0,2,-5,-2,4,4,0,2,-1
CCOC(=O)c1ccc(NC(=O)Nc2cc(C)on2)cc1,-4,2,0,5,0,-5,-3,-7,-7
Cc1ccsc1/C=N\Nc1cn[nH]c(=O)c1Cl,1,2,7,-4,7,5,9,-8,-3
CCOC(=O)C1CSC(CC(=O)Nc2ccc(OCC)cc2)C(=O)N1 (configuration not stated),-3,-5,6,10,1,7,4,4,1
O=C(NC1CC1)c1ccc2c(c1)S(=O)(=O)c1cc(Cl)ccc1C2=O,0,-1,/,-5,/,/,/,20*,-4
O=C(Nc1ccccc1C(=O)N1CCOCC1)C1COc2ccccc2O1 (configuration not stated),0,1,3,14,8,7,4,1,4
Nc1cc([N+](=O)[O-])ccc1N1C(=O)CCCC1=O,-4,6,-1,2,7,9,9,-2,-3
Cc1ccc(-n2c(SCC(=O)N3c4ccccc4Sc4ccccc43)nnc2-c2ccncc2)cc1,-2,2,3,3,2,7,2,-4,4
COc1ccccc1-c1nc(=S)c(C(C)=O)c(C)[nH]1,-2,-6,0,-4,/,/,/,-4,-8
O=C1NC(=Nc2ccccc2)S/C1=C/c1cccnc1,2,3,-10,4,5,6,12,2,5
CC[n+]1ccc(C(=O)NCc2ccccc2)cc1,-1,3,7,8,2,0,-1,-2,7
Cc1ccc(CCNC(=O)C2CC(=O)N(CCc3ccccc3)C2)cc1 (configuration not stated),-1,1,10,-6,8,6,-2,2,0
O=C(CCC1CCCN(Cc2ccc(O)c(Cl)c2)C1)NCc1ccccc1F (configuration not stated),0,5,5,10,6,-1,4,-3,7
CCCS(=O)(=O)N1CCN(C2CCC(C)CC2)CC1 (configuration not stated),2,1,-1,-1,4,0,2,3,5
O=C(Cc1ccc2c(c1)OCO2)NN=Cc1ccc([N+](=O)[O-])o1,/,11,/,14,2,6,4,-14,/
CCCCCC(O)(CCN1CCCCC1)c1ccccc1 (configuration not stated),1,3,2,-9,3,7,-3,1,1

(continued)
compound,LYPLA1 inh,pPAFAH FP inh,GSTO1 counter,PREPL inh,PAFAH1B2 inh,PAFAH1B3 FP inh,PAFAH2 FP inh,PAD4 inh,LYPLA2 counter
CN(CC(=O)Nc1ccc(N2CCOCC2)cc1)Cc1c(O)ccc2ccccc12,4,8,-11,2,11,9,2,-2,1
COc1ccccc1N(Cc1cc(=O)[nH]c2ccccc12)C(=O)C(C)C,-3,2,1,-25,0,1,-1,8,-5
COc1ccc(OC)c(N(CC(=O)N2CCCC2)S(C)(=O)=O)c1,3,6,2,4,-5,3,-1,-2,3
Cc1ccc(S(=O)(=O)Cn2nnnc2CN2CCN(Cc3ccc4c(c3)OCO4)CC2)cc1,-2,-2,3,-6,14,9,3,-3,6
O=C(c1cccc(Br)c1)N1CCN(C(=O)N2CCOCC2)CC1,0,2,-2,5,2,4,11,-2,-1
CCOC(=O)c1c(C)sc2c1N(C(=O)CN1CCOCC1)c1cc(Cl)ccc1S2,4,0,-2,3,-8,1,3,-4,9
O=S(=O)(Nc1ccc(Cc2ccncc2)cc1)c1ccc(Cl)s1,5,13,4,6,12,4,5,-2,8
CC(Oc1ccccc1F)C(=O)Nc1ccc2ccccc2c1 (configuration not stated),-3,6,-5,-3,-2,-2,-2,-5,4
Cc1ccc(OCC(O)Cn2c(=N)n(CCN3CCOCC3)c3ccccc32)cc1 (configuration not stated),2,6,4,45*,-2,-5,-5,-3,-4
CCOC(=O)CNC(=O)CSc1nc(N)cc(N)n1,-2,-3,0,10,3,-1,3,-5,-3
FC(F)(F)c1cccc(Nc2nc(N3CCCC3)nc(N3CCCC3)n2)c1,-2,-2,3,0,7,12,4,-2,2
O=C(O)COc1ccccc1C1C2C(=O)N(c3ccc(F)cc3)C(=O)C2ON1c1ccccc1 (configuration not stated),0,4,-6,1,13,8,3,5,3
Cn1c(CC(=O)Nc2ccccc2F)nnc1SCC(=O)NC1CCCC1,-6,3,8,5,2,5,-2,-4,-3
N=c1sccn1CC(=O)Nc1ccccc1-c1ccccc1,-2,-1,3,-7,4,6,1,-4,2
CCOCCCNC(=O)c1cn(C)c(=O)c2cc(OC)c(OC)cc12,0,0,-4,5,4,-1,5,8,0
Cc1cccc(Cl)c1NC(=O)N1CCCN(c2ncccc2[N+](=O)[O-])CC1,2,3,2,-7,7,3,0,-5,-1
Cc1ccc(S(=O)(=O)N2CCOCC2)cc1NC(=O)COC(=O)CNC(=O)c1ccccc1,4,2,0,-3,0,5,1,3,4
C=CCn1c(SCC(=O)NCc2ccc3c(c2)OCO3)nc2scc(-c3ccccc3)c2c1=O,2,7,0,-5,4,-2,-13,-5,8
COc1cc(SC)ccc1C(=O)Nc1nccs1,-1,-11,5,-3,0,5,1,-1,-6
CC(=O)c1sc(NC(=O)CCN2C(=O)C3CC=CCC3C2=O)nc1-c1ccccc1 (configuration not stated),-3,4,/,-1,-3,7,2,-1,0
S=C1NCN(Cc2ccco2)CN1Cc1ccco1,0,-3,11,5,3,1,0,-1,3
COc1cc(NC(=O)CS(=O)(=O)c2ccccc2)cc(OC)c1OC,3,-7,-6,-2,-2,4,-2,-7,-5
CCc1ccccc1N(CC(=O)NC1CCCCC1)C(=O)CCCC(=O)Nc1ccccn1,2,5,0,9,4,-1,0,0,6
CCOc1ccc(Br)cc1S(=O)(=O)N1CC(C)OC(C)C1 (configuration not stated),0,3,1,34,3,9,2,-1,2
O=C(Cn1cnc2c(oc3ccccc32)c1=O)c1ccccc1,-3,2,1,-4,4,3,2,-2,6
COc1ccc(C)cc1S(=O)(=O)NC1CC1,-2,1,2,0,4,3,-3,-4,-7
Cc1c(Cl)cccc1NC(=S)NCCc1ccc(C(F)(F)F)cc1,-2,5,4,5,15,2,-8,2,1
Cc1ccc(S(=O)(=O)NC(=O)c2ccccc2F)cc1,-2,2,6,-1,0,5,-10,-2,-3

Screening results from PubChem BioAssay.

These rows are one share of the data; the hit share may differ from the screen's.
